Bioassay records: PubChem BioAssay, several laboratories
TbMetRS inhib – Trypanosoma brucei MetRS inhibition; purified T. brucei MetRS, ATP depletion, Kinase-Glo luminescence; inhibition, % at 11.9 µM; 0.4% of 360,000 active;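 active = inhibition above a per-plate cutoff of the control wells' mean inhibition plus 3 SD, cut at about 5.5% in these data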;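 also: 0% = DMSO wells median and 100% = median of wells with control inhibitor compound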
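Test system: purified T. brucei MetRS enzyme. Also added: ATP, methionine and E. coli bulk tRNA substrates. Compound: 11.9 µM single point. Schedule: 15 min enzyme-compound preincubation, 2 h reaction, 10 min detection, 25 °C. Signal: luciferase luminescence of residual ATP, Kinase-Glo. Evaluation: percent inhibition versus plate control medians. Controls: DMSO wells, low control.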
NRP1-CendR mod – NRP-1/CendR interaction modulation; O14786; inhibition, % at 25 µM; FAM-RPARPAR peptide binding to NRP-1, fluorescence polarization; 0.85% of 360,000 active;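 active = inhibition or corrected inhibition above about 18%, plus a signal ratio from 0.5 to 1.5, limit read from the data, passing the limit was not always enough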; also: strong numbers were not always called active
Scp1 inh – blocks human Scp-1 phosphatase activity | Recombinant Scp1, phosphopeptide, malachite green phosphate absorbance | 0.88% of 340,000 active | inhibition, % at 20 µM;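 active = inhibition above about 50% at 20 µM, limit read from the data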;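 also: plate controls were DMSO wells with enzyme for no effect and wells lacking enzyme for full effect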
Target sequence (Q9GZU7 76-261 limits assumed): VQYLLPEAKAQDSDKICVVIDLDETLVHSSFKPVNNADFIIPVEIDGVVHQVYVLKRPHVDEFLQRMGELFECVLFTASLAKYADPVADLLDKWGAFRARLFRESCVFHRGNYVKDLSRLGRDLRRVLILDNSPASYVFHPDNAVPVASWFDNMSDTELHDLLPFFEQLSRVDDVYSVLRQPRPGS
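Test system – truncated SCP-1 phosphatase (76-261aa) · Reagent – Phosphorylated 17-residue peptide substrate · Incubation – 45 min room-temperature reaction, 5 min colour, 30 min stabiliser · Detection – colorimetric phosphate reagent with accelerator and stabiliser, absorbance at 630 nm · Measure – % inhibition at 20 µM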
SUMO1 PPI mod – alters human SUMO1 binding to SIM partners | AID 602429 | P63165 | SUMO1 binding to a labelled peptide, TR-FRET, 1 h | inhibition, % at 20 µM | 0.33% of 360,000 active; in the data active = inhibition above about 37%
Target sequence (P63165 whole entry, looked up): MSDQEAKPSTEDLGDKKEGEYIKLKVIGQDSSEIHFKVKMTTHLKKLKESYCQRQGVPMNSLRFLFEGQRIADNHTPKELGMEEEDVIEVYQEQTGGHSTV
DNMT1 inh – blocks human DNA methyltransferase DNMT1. DNMT1 molecular beacon, Hinp1I cleavage, fluorescence. inhibition (reported as % activation of signal), % at 10 µM. 0.83% of 360,000 active; in the data active = inhibition above about 50%
LMPTP block – blocks human LMPTP phosphatase. 0.22% of 360,000 active. P24666. recombinant LMPTP-A, OMFP fluorogenic substrate, fluorescence intensity. AID 651560. inhibition, % at 20 µM;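 active = compounds that cut the enzyme signal by at least half of the control window in the single-dose screen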;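 also: plate controls were DMSO wells with enzyme plus substrate for no effect and substrate without enzyme for full effect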
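Test system: LMPTP-A, protein tyrosine phosphatase of low molecular weight; Input: 0.625 nM enzyme; Incubation: 50 min dark incubation at room temperature; Signal: endpoint fluorescence intensity from OMFP dephosphorylation; Read-out basis: % inhibition versus control wells.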
Neddyl block – inhibitors of human cullin neddylation. P61081+Q13564. TR-FRET cullin neddylation, biochemical. calls only at 25 µM. 0.58% of 360,000 active. AID 651699; in the data active = inhibition above about 36%
Target sequence (P61081 whole entry, looked up): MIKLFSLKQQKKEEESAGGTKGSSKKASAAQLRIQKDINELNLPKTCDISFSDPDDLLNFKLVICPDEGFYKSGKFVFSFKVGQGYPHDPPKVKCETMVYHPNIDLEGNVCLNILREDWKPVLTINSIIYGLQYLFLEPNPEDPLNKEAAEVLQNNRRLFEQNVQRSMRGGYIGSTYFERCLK
Target sequence (Q13564 whole entry, looked up): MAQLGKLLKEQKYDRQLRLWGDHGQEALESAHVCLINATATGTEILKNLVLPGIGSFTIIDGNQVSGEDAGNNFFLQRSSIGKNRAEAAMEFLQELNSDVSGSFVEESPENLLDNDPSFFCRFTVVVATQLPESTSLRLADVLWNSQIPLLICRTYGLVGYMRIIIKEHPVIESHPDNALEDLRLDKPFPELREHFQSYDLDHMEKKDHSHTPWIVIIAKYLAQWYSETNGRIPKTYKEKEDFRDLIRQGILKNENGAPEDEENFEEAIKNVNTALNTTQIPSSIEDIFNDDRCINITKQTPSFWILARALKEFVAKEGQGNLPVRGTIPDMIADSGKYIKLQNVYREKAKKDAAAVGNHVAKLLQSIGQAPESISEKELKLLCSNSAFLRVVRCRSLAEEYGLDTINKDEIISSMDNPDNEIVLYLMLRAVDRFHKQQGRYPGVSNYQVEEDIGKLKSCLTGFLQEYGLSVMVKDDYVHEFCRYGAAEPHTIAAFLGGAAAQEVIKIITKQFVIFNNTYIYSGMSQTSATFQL
SKN-1 inh – C. elegans SKN-1 inhibition | AID 624304 | C. elegans VP596 Pgst-4::GFP/RFP ratio, acrylamide-induced, 24 h | inhibition, % at 21.8 µM | 0.49% of 360,000 active;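 active = interference check ratio from 0.5 to 1.5 plus GFP to RFP signal ratio inhibition reaching or exceeding a fixed threshold, cut at about 30% in these data, passing the limit was not always enough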; also: some compounds called inactive have numbers as strong as hits
STEP inh – blocks human striatal-enriched tyrosine phosphatase. P54829. recombinant STEP, OMFP fluorogenic substrate, fluorescence. inhibition, % at 20 µM. 0.25% of 360,000 active;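 active = inhibition at 20 µM, scaled per plate between control wells, above about 37%, limit read from the data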;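 also: 0% = DMSO with enzyme and substrate and 100% = substrate only without enzyme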
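Material: STEP (striatal-enriched tyrosine phosphatase) enzyme, cell-free; Compound dosing: 20 µM single dose in 1% DMSO; Technique: fluorescence read at 480 nm ex / 540 nm em; Times: reaction 20 min, ambient temperature; Medium: 50 mM Bis-Tris pH 6.0 with 2.5 mM DTT and 0.005% Tween 20; Also added: OMFP at 25 µM.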
NadD block – NadD (S. aureus) enzyme inhibition; 0.78% of 360,000 active; inhibition, % at 20 µM; purified NadD enzyme, colorimetric absorbance read-out; AID 602399; in the data active = inhibition above about 26%; also: some compounds past the cut are filed as inactive
* marks the source's active call; other numbers are inactive results; i = inactive; / = no result given; + = active, no number. The order is random; about 4.6% have a hit in one of these screens.

Every second line gives: TbMetRS inhib | NRP1-CendR mod | Scp1 inh | SUMO1 PPI mod | DNMT1 inh | LMPTP block | Neddyl block | SKN-1 inh | STEP inh | NadD block
CC(C)(O)[C@H]1Cc2cc3ccc(=O)oc3cc2O1
    0.0 | -10 | -13 | -6 | 2 | -1.5 | / | -5 | 1 | -4
COc1ccc(NC(=O)C2CCCO2)cc1Cl (stereo not drawn)
    -1.0 | -4 | 0 | 1 | -2 | -1.7 | i | -6 | 0 | -8
CC(C)=CCC[C@](C)(O[C@@H]1O[C@H](CO[C@@H]2OC[C@H](O[C@@H]3OC[C@@H](O)[C@H](O)[C@H]3O)[C@H](O)[C@H]2O)[C@@H](O)[C@H](O)[C@H]1O)C1CC[C@]2(C)C1[C@H](O)CC1[C@@]3(C)CC[C@H](O)C(C)(C)C3[C@@H](O)C[C@]12C (stereo partly drawn)
    0.0 | 0 | -4 | 9 | 1 | -0.4 | i | 1 | -2 | 0
CCOC(=O)c1[nH]c2ccc(OCC)cc2c1NC(=O)CN1CCN(c2ccccc2)CC1
    -0.4 | 0 | -8 | -5 | -11 | 1.4 | / | 7 | 0 | -2
CC1CCC(NC(=O)C(Cc2ccccc2)n2cccc2)CC1 (stereo not drawn)
    -1.2 | 12 | -16 | 15 | -1 | 0.0 | i | 1 | 0 | -9
O=C(CCc1ccc(S(=O)(=O)NC2CCCCC2)cc1)NCc1ccccn1
    1.2 | -4 | -11 | 2 | 0 | -0.2 | i | 3 | 0 | -3
COc1ccc(N2C(=NC(=O)C3CC3)SC3CS(=O)(=O)CC32)cc1Cl (stereo not drawn)
    0.6 | 19 | -5 | -4 | 3 | 1.0 | i | -10 | -1 | 1
Cc1ccc(C(=O)N2CCC2(C)C(=O)NC(C)C)cc1 (stereo not drawn)
    -0.3 | -12 | / | -4 | -3 | -1.2 | i | 18 | -2 | 0
Cc1ccccc1NC(=O)C(NS(=O)(=O)c1ccc2c(c1)c(=O)n(C)c(=O)n2C)c1ccccc1 (stereo not drawn)
    -0.5 | -15 | -13 | 9 | -4 | -0.1 | i | -13 | 0 | 2
CCC(=O)N1N=C(c2c(O)n(C)c(=O)n(C)c2=O)CC1c1ccccc1 (stereo not drawn)
    0.2 | -4 | -27 | 1 | 1 | -0.7 | i | 3 | 0 | 9
O=C(NC(NC(=S)Nc1c(Cl)cccc1Cl)C(Cl)(Cl)Cl)OCc1ccccc1 (stereo not drawn)
    -1.0 | 10 | -11 | 1 | -11 | 2.7 | i | 15 | -2 | 1
COc1ccc(CNC(=O)NCCc2c[nH]c3ccccc23)cc1
    0.2 | -1 | -10 | 0 | -4 | -0.2 | i | 8 | -3 | -2
COc1ccc(-c2sc3cc4c(cc3c2C#Cc2ccc(N)cc2)OCO4)cc1
    -0.3 | 8 | 8 | 2 | -38 | 3.1 | / | 3 | -2 | 8
O=C1NC[C@H](c2ccccc2)N(CCc2cc(C(F)(F)F)cc(C(F)(F)F)c2)C1=O
    -0.2 | 12 | -5 | 4 | 7 | -0.4 | i | 6 | 0 | -3
COc1ccc(OC)c(NC(=O)CCCCCn2nnc3ccccc3c2=O)c1
    -0.9 | 3 | -8 | -3 | -3 | 0.1 | i | 5 | -2 | -10
Cc1nn(-c2ccccc2)c(C)c1NC(=O)COC(=O)c1ccc(Cl)c(S(N)(=O)=O)c1
    0.1 | 9 | -2 | 4 | -1 | -0.2 | i | -3 | -2 | 3
Cc1onc(-c2c(Cl)cccc2Cl)c1-c1nc2cc(Cl)ccc2c(=O)o1
    0.3 | 3 | -5 | -3 | -8 | 3.1 | i | -2 | 1 | -1
Nc1ccc2oc(-c3ccccc3Cl)cc(=O)c2c1O
    0.0 | 0 | -6 | -13 | -2 | 2.7 | i | 3 | 4 | 4
O=C(Cn1cc([N+](=O)[O-])nc1[N+](=O)[O-])N1CCN(c2ccccc2)CC1
    0.5 | 6 | -5 | -25 | 3 | -1.5 | i | 2 | 1 | -2
CCOC(=O)c1sc(C)c2c1NC(c1ccc(N(C)C)cc1)NC2=O (stereo not drawn)
    -1.3 | -16 | -4 | -9 | -5 | -1.0 | i | -4 | -2 | 1

Structural class: the entries above containing an NH in an aromatic ring.
Every second line gives: TbMetRS inhib | NRP1-CendR mod | Scp1 inh | SUMO1 PPI mod | DNMT1 inh | LMPTP block | Neddyl block | SKN-1 inh | STEP inh | NadD block
CCOC(=O)c1[nH]c2ccc(OCC)cc2c1NC(=O)CN1CCN(c2ccccc2)CC1
    -0.4 | 0 | -8 | -5 | -11 | 1.4 | / | 7 | 0 | -2
COc1ccc(CNC(=O)NCCc2c[nH]c3ccccc23)cc1
    0.2 | -1 | -10 | 0 | -4 | -0.2 | i | 8 | -3 | -2

More results.
Every second line gives: TbMetRS inhib | NRP1-CendR mod | Scp1 inh | SUMO1 PPI mod | DNMT1 inh | LMPTP block | Neddyl block | SKN-1 inh | STEP inh | NadD block
CCOc1ccc(CNC(=O)CCSCc2ccccc2F)cc1OC
    -1.4 | 10 | 4 | 4 | 5 | -1.5 | i | -3 | -3 | -4
COc1cc(/C=N/Nc2nc3ccccc3[nH]2)cc(Br)c1OCC(=O)N(C)C
    5.3 | 10 | -5 | -9 | 0 | 2.5 | + | 2 | 8 | 2
N#Cc1ccc(/C=N/NC(=O)c2cc(-c3cccs3)nc3ccccc23)cc1
    -0.8 | 0 | -5 | -12 | -13 | 5.3 | / | -1 | -2 | 11
CCCCn1ccnc1C(=O)c1cccc(S(=O)(=O)N2c3ccccc3CC2C)c1 (stereo not drawn)
    -0.4 | -5 | 1 | -2 | -2 | 3.6 | i | 42* | 3 | 9
CCOc1ccccc1NC1c2ccccc2C(=O)N1Cc1ccco1 (stereo not drawn)
    -0.6 | 8 | -5 | 2 | 2 | 0.1 | i | 7 | 1 | -9
CCOC(=O)c1ccc(C(=O)NNC(=O)C2CC=CCC2)cc1 (stereo not drawn)
    -1.1 | 14 | -7 | 5 | 2 | -0.4 | i | -13 | -2 | -1
COc1ccc(CNC(=O)COC(=O)CN2C(=O)C(C)Oc3ccc(C)cc32)cc1 (stereo not drawn)
    -0.4 | -3 | 0 | -1 | -4 | -0.4 | i | 7 | 3 | 3
O=C(CSc1nc2c(c(=O)n1-c1ccccc1)SCC2)NCC1CCCO1 (stereo not drawn)
    -0.5 | 4 | 6 | -6 | 2 | 1.5 | i | -34 | 1 | 1
CC(=O)N1CCN(c2cc(N3CCc4ccccc4C3)c(F)cc2[N+](=O)[O-])CC1
    -0.7 | 8 | -4 | -25 | -3 | 2.3 | i | -20 | 4 | -7
CC(C)c1ccc(NC2CCCN(C(=O)CCN3CCCCO3)C2)cc1 (stereo not drawn)
    -0.3 | 2 | -2 | 0 | 0 | 0.2 | i | 18 | 0 | 4
COc1nc(NCCc2ccc(OC)c(OC)c2)nc(Nc2ccccc2)n1
    0.2 | 20 | -3 | 9 | -3 | -0.6 | i | -17 | -1 | -8
Cc1ccc(OCC(=O)NC(=S)Nc2ccc3c4c(cccc24)CC3)cc1
    2.1 | 2 | -3 | 1 | 2 | 1.3 | i | 19 | 1 | 4
O=C(OC1CCOC1=O)c1ccc(NS(=O)(=O)c2cccs2)cc1 (stereo not drawn)
    -0.5 | 0 | 13 | -2 | 8 | -1.7 | i | -3 | -4 | -11
CCC(C)(C)C1CCc2[nH]nc(C(=O)NC3CCCCC3)c2C1 (stereo not drawn)
    -0.2 | 13 | -3 | 2 | 2 | -0.1 | i | 1 | 3 | 2
COc1cc2nc(CN3CCN(S(=O)(=O)c4ccccc4C(F)(F)F)CC3)[nH]c(=O)c2cc1OC
    -0.4 | 4 | -12 | 14 | 12 | -0.4 | i | -12 | 0 | -8
COc1ccc(NC(=O)c2ccc3c(c2)OCO3)cc1S(=O)(=O)N1CCOCC1
    0.7 | -1 | 1 | 5 | 0 | 0.5 | i | 13 | 0 | 6
Cc1cc(NC(=O)CCN2CCC(C(N)=O)CC2)ccc1Br
    -0.4 | -7 | -5 | -3 | 0 | -0.7 | i | -32 | -2 | -8
CCCn1c(C(=O)OC)cc2c1ccn2-c1ccc(F)cc1
    -0.2 | 0 | 0 | -1 | -6 | 3.0 | i | 7 | 0 | -8
COc1ccc(N2CCN(S(=O)(=O)c3cccc4nsnc34)CC2)cc1
    -0.3 | -6 | -3 | -24 | 1 | 0.4 | i | 9 | 0 | 0
Cc1ccc(COC(=O)CCCN=C2NS(=O)(=O)c3ccccc32)cc1
    -0.6 | -20 | 4 | -2 | -3 | -0.2 | i | -1 | 0 | -8
O=C(OC(C(=O)NCc1cccs1)c1ccccc1Cl)c1ccco1 (stereo not drawn)
    0.2 | -3 | -12 | 3 | -1 | 0.1 | i | 2 | -1 | -2
COc1ccc(NC(=O)C[C@H]2C(=O)N(Cc3ccccc3)C[C@@H]2Cc2ccccc2)cc1
    0.1 | 4 | / | -3 | -5 | 1.1 | i | 14 | -1 | -6

Looked up by compound from the list above:
Every second line gives: TbMetRS inhib | NRP1-CendR mod | Scp1 inh | SUMO1 PPI mod | DNMT1 inh | LMPTP block | Neddyl block | SKN-1 inh | STEP inh | NadD block
Cc1cc(NC(=O)CCN2CCC(C(N)=O)CC2)ccc1Br
    -0.4 | -7 | -5 | -3 | 0 | -0.7 | i | -32 | -2 | -8
O=C(OC(C(=O)NCc1cccs1)c1ccccc1Cl)c1ccco1 (stereo not drawn)
    0.2 | -3 | -12 | 3 | -1 | 0.1 | i | 2 | -1 | -2
COc1ccc(N2CCN(S(=O)(=O)c3cccc4nsnc34)CC2)cc1
    -0.3 | -6 | -3 | -24 | 1 | 0.4 | i | 9 | 0 | 0
COc1ccc(NC(=O)C[C@H]2C(=O)N(Cc3ccccc3)C[C@@H]2Cc2ccccc2)cc1
    0.1 | 4 | / | -3 | -5 | 1.1 | i | 14 | -1 | -6
CCC(C)(C)C1CCc2[nH]nc(C(=O)NC3CCCCC3)c2C1 (stereo not drawn)
    -0.2 | 13 | -3 | 2 | 2 | -0.1 | i | 1 | 3 | 2
COc1ccc(NC(=O)c2ccc3c(c2)OCO3)cc1S(=O)(=O)N1CCOCC1
    0.7 | -1 | 1 | 5 | 0 | 0.5 | i | 13 | 0 | 6
